LmPK inhibitor: qHTS Assay for Inhibitors of Leishmania Mexicana Pyruvate Kinase (LmPK); Q27686; purified LmPK, Kinase-Glo ATP luminescence, 1 h; Potency, µM (titrated, usually from 57.5 µM), for the others: at the highest dose activity change, negative = inhibition, actives largely listed as inhibitors; 0.37% of 290,000 active; AID 1721, 2009; note: potency is the fitted concentration of half-maximal effect; % is set by controls: 0 for no effect and ±100 for the full control effect
Target sequence (Q27686 whole entry, looked up): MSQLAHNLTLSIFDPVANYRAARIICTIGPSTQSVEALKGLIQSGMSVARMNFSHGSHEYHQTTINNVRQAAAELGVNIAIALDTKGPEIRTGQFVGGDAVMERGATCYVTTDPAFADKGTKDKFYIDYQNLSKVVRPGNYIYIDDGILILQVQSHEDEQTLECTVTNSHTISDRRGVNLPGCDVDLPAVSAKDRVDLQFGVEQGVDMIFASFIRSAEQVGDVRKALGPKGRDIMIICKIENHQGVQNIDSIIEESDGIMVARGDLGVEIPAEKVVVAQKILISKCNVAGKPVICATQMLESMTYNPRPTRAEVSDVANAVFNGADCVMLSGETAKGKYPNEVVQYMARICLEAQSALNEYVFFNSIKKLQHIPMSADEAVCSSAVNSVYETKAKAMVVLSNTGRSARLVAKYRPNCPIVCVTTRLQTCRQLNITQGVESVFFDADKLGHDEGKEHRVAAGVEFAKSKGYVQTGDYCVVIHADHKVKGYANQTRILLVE
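qHTS format; LmPK 0.1 nM; substrates PEP 0.5 mM and ADP 0.1 mM. One-hour room-temperature incubation, then coupled luciferase luminescence; 0.5 nM enzyme wells mark activation.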
Pf growth 48h: Primary qHTS for delayed death inhibitors of the malarial parasite plastid, 48 hour incubation; P. falciparum luciferase growth in erythrocytes, 48 h; Potency, µM (titrated, usually from 28.7 µM), for inactives: top-dose activity change, negative = inhibition, hits mostly inhibitors; 5.9% of 310,000 active; note: potency is the fitted concentration of half-maximal effect; % is set by controls: 0 for no effect and ±100 for the full control effect
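First compound was added to culture medium, then infected red cells at 0.1% parasitemia and 2% hematocrit (final). After incubation at 37 C under 5% CO2, luciferase detection reagent was dispensed and light output recorded.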
AmpC no deterg: qHTS Inhibitors of AmpC Beta-Lactamase (assay without detergent); P00811; AmpC nitrocefin hydrolysis, absorbance 480 nm, 0.0001% Triton; Potency, µM (titrated, usually from 57.1 µM), inactives show at the top dose activity change, negative = inhibition, usual class: inhibitors; 0.52% of 330,000 active; AID 485341, 2010;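 note: potency is the fitted concentration of half-maximal effect; plate controls were no compound for no effect and no enzyme for full effect; nearly all actives have a fitted effect of over 20% in size; some results filed as inactive show a strong effect at the top dose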
Target sequence (P00811 whole entry, looked up): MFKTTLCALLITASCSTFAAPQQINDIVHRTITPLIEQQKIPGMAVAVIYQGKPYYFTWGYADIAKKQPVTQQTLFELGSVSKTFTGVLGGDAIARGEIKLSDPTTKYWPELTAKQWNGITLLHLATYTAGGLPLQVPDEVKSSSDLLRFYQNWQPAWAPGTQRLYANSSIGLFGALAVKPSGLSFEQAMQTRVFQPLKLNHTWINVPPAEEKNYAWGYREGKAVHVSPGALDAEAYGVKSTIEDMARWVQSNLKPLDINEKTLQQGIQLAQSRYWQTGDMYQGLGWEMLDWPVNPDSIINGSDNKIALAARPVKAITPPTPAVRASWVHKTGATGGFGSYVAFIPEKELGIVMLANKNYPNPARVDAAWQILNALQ
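AmpC (5.3 nM in the dispensed reagent) in 20 mM phosphate pH 7.0 with 0.01% (detergent screen) or 0.0001% Triton X-100 was preincubated with compounds for 15 min at room temperature. Nitrocefin was then added from an 800 uM solution, and hydrolysis was followed at 480 nm.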
CHX counter: Cycloheximide Counterscreen for Small Molecule Inhibitors of Shiga Toxin. cell reporter, cycloheximide protein synthesis inhibition counterscreen. max response, %. 12% of 300,000 active. AID 2314, 2010; in the data active = max response mostly above about 13%, no sharp cut-off; inactive = mostly below about 14%; note: read at 38.3 µM for the half of the compounds with a filed dose; 0% is about no effect
Tb PYK inh: qHTS of Trypanosoma Brucei Inhibitors; pyruvate kinase (Trypanosoma brucei), Q57TT1; TbPYK enzyme, Kinase-Glo Plus ATP luminescence, 45 min; Potency, µM (titrated, usually from 76.8 µM), inactives show at the highest dose activity, negative = inhibition, most hits filed as inhibitors; 0.12% of 410,000 active; AID 624173, 2012; note: potency is the fitted concentration of half-maximal effect; % is set by controls: 0 for no effect and ±100 for the full control effect; nearly all actives have a fitted effect of over 50% in size
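T. brucei PYK with substrate was exposed to pin-transferred compounds across a concentration series, then started with 130 uM ADP (final). After 45 min at room temperature, Kinase-Glo Plus luminescence was read, normalized and curve-fitted.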
Shiga toxin inh: A qHTS for Small Molecule Inhibitors of Shiga Toxin. inhibition, % at 38.7 µM. 9.2% of 290,000 active. AID 2315, 2010. Vero cells, Shiga toxin protein synthesis inhibition reporter; in the data active = inhibition mostly above about 28%, no sharp cut-off; inactive = mostly below about 43%; note: 0% is about no effect
Pf growth 96h: Primary qHTS for delayed death inhibitors of the malarial parasite plastid, 96 hour incubation. P. falciparum luciferase reporter growth, 96 h. Potency, µM (highest dose often 28.7 µM), for the others: at the highest dose activity change, negative = inhibition, most hits filed as inhibitors. 6.9% of 320,000 active; note: potency is the fitted concentration of half-maximal effect; % is set by controls: 0 for no effect and ±100 for the full control effect
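96 h incubation, 37 C, 5% CO2, of luciferase-reporter P. falciparum-infected RBCs (2% hematocrit, 0.05% parasitemia final) with test compounds; endpoint luminescence.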
Starred values were filed as active, the others as inactive; ? = inconclusive; nt = no result given; + = active, no number; & = joins results of further samples; [ ] = dose if it differs, or a comment. Unless noted, calls come from the whole dose curve; as a rule, active = well fitted curve in the direction sought with a large enough effect; inconclusive = small, poorly fitted or top-dose-only effect, or another doubt; inactive = no such curve, though single readings can be large; an effect the other way counts as inactive or inconclusive.

SMILES	LmPK inhibitor	Pf growth 48h	AmpC no deterg	CHX counter	Tb PYK inh	Shiga toxin inh	Pf growth 96h
CCOc1ccc(N(CC(=O)NCc2ccco2)C(=O)CCC(=O)Nc2nccs2)cc1	0%	0%	15%	-4	0%	-11	12%
CCN(CC)c1ccc(/C=N/NC(=O)CNC(=O)C2COc3ccccc3O2)c(O)c1 (centres undefined)	-1%	?	-11%	-1	-9%	8	?
O=C(Nc1nc(-c2ccc(Cl)s2)cs1)c1ccccc1	-2%	nt	-48%	42*	1%	45	9.3µM*
CC(NC(=O)c1cc2ccccc2o1)C(=O)O (centres undefined)	1%	7%	-30%	-3	2%	28	?
COc1ccc2[nH]cc(CCNC(=O)C3CC(=O)N(c4ccc(Cl)cc4)C3)c2c1 (centres undefined)	0%	?	7%	-2	3%	16	1%
COC(=O)CCNS(=O)(=O)c1ccc2ccccc2c1	2%	-5%	-1%	-1	-2%	4	19%
CCC(C)NC(=O)C1CCC(=O)N1CCc1ccccc1 (centres undefined)	1%	-16%	-6%	-2	-3%	-6	93%[activator]
CCOc1cc(C(C(=O)NCC2CCCO2)N(C(=O)Cn2nnc3ccccc32)c2ccccc2OC)ccc1O (centres undefined)	3%	?	44%	-7	-4%	1	18%
Cc1ccc(F)c(NC=C2C(=O)OC(C)(C)OC2=O)c1	3%	19%	-14%	3	1%	23	19%
COc1cc(/C=C2/C(=O)N=C(N)N2C)cc(OC)c1OC	8%	-12%	-13%	-3	-8%	27	nt
NC(=O)CSc1ccc(S(=O)(=O)N2CCCCC2)cn1	nt	-12%	-27%	nt	-4%	nt	-16%
Cc1ccnc(N2C(=O)CSC2c2ccc(Cl)cc2)c1 (centres undefined)	-1%	?	-8%	8	-1%	14	?
O=C(NC(=S)NCCc1ccccc1)C1CCCCC1	1%	-22%	-23%	34*	-5%	55*	-1%
O=c1ccccn1Cc1c(F)cccc1Cl	4%	nt	-18%	-2	-23%	-17	22%
CCc1ccccc1NC(=O)N[C@H](C(=O)O)C(C)CC (some centres undefined)	-4%	nt	-17%	-6	5%	-14	-2%
O=C(/C=C/c1ccc(S(=O)(=O)N2CCOCC2)cc1)NC(=S)NCCCn1ccnc1	2%	?	6%	1	-4%	20	?
CCOC(=O)N1CCC(Nc2c(Nc3ccc(C)c(C)c3)c(=O)c2=O)CC1	3%	nt	-55%	1	-2%	22	8%
COc1ccc(N2C(=O)/C(=C\c3ccco3)N=C2SCC(=O)NC(C)(C)C)cc1Cl	3%	?	-26%	13*	5%	25	?
O=C1C=C(O)C(n2cncn2)C(c2ccc(F)cc2)C1 (centres undefined)	2%	nt	-24%	-9	5%	16	-7%
CCN(CC)C(=O)CN1CCN(Cc2ccc3c(c2)OCO3)CC1	0%	9%	-3%	3	42%[activator]	-4	22%
Cc1cc(Br)cc(Cl)c1OCC(=O)N1CCN(C(=O)c2ccco2)CC1	nt	-6%	76%[activator]	nt	1%	nt	?
COc1ccc(S(=O)(=O)N(C)CC(=O)N2CCN(C)CC2)cc1Cl	0%	19%	-15%	2	0%	3	0%
CC(=O)c1ccc(NC(=O)c2c(C)nn(-c3ccccc3)c2Cl)cc1	7%	-2%	-7%	-3	3%	-8	6%
O=C(CCN1CCN(c2ccccc2)CC1)N/N=C/c1ccc(O)c(O)c1O	0%	6%	-13%	9	-7%	-10	29%
COC(=O)c1ccccc1NC(=O)C1CCCN(S(=O)(=O)c2ccc(OC)cc2)C1 (centres undefined)	0%	?	8%	-1	-2%	-8	-3%
CC(=O)Nc1ccc(S(=O)(=O)NNc2cccc(C)c2)cc1	0%	37%[activator]	-21%	5	?	28	44%[activator]
COc1cc(CN2CCCCCC2)cc(Br)c1O	0%	?	-13%	-3	7%	-2	19%
O=C(N/N=C/c1ccc[nH]1)c1ccc([N+](=O)[O-])cc1	-3%	32%[activator]	-18%	20*	8%	17	?
COC(=O)c1cc(OC)c(OC)cc1NC(=S)N1CCOCC1	0%	26%	-12%	3	5%	-10	-3%
O=C(N[C@@H](Cc1ccccc1)C(=O)O)c1c(F)c(F)c(F)c(F)c1F	-4%	-1%	-16%	-2	-2%	14	25%

Five compounds drawn at random from the list so far, as already listed:
SMILES	LmPK inhibitor	Pf growth 48h	AmpC no deterg	CHX counter	Tb PYK inh	Shiga toxin inh	Pf growth 96h
COc1cc(CN2CCCCCC2)cc(Br)c1O	0%	?	-13%	-3	7%	-2	19%
COC(=O)c1ccccc1NC(=O)C1CCCN(S(=O)(=O)c2ccc(OC)cc2)C1 (centres undefined)	0%	?	8%	-1	-2%	-8	-3%
CC(=O)c1ccc(NC(=O)c2c(C)nn(-c3ccccc3)c2Cl)cc1	7%	-2%	-7%	-3	3%	-8	6%
COC(=O)c1cc(OC)c(OC)cc1NC(=S)N1CCOCC1	0%	26%	-12%	3	5%	-10	-3%
O=C(N/N=C/c1ccc[nH]1)c1ccc([N+](=O)[O-])cc1	-3%	32%[activator]	-18%	20*	8%	17	?

The listing continues:
SMILES	LmPK inhibitor	Pf growth 48h	AmpC no deterg	CHX counter	Tb PYK inh	Shiga toxin inh	Pf growth 96h
COCCn1cnc2cc(C)c(C)cc21	-1%	10%	-6%	-1	2%	-9	0%
Cc1ccc(-c2nnc(NCc3nc4ccccc4[nH]3)c3ccccc23)cc1S(=O)(=O)N1CCOCC1	-6%	12µM*	24%	-4	-6%	-8	2.6µM*
COC(=O)c1ccc(NC(=O)Cn2nc(-c3ccncc3)nc2SCC(=O)Nc2nccs2)cc1	0%	?	-2%	-1	5%	-2	3%
CC(C)[C@H](NC(=O)c1cc2cc(Cl)ccc2n1C)C(=O)N[C@@H](C(=O)O)c1ccccc1	0%	-17%	-8%	1	-4%	-1	0%
CC1OC(OC2C(Oc3c(-c4ccc(O)cc4)oc4cc(O)cc(O)c4c3=O)OC(COC3O[C@@H](C)[C@H](O)[C@@H](O)C3O)C(O)C2O)C(O)C(O)C1O (some centres undefined)	nt	0%	-17%	nt	0%	nt	10%
Cc1cc(OCCn2cnc3ccccc3c2=O)ccc1[N+](=O)[O-]	3%	15%	-9%	2	2%	-5	-17%
CCOC(=O)c1ccc(N2C(=O)C(O)=C(C(C)=O)C2c2ccccc2)cc1 (centres undefined)	3%	-27%	-24%	-4	-10%	3	-9%
CCOC(=O)C1CCN(c2ccc([N+](=O)[O-])cc2)CC1	6%	14%	0%	6	-6%	10	41%[activator]
CC(=O)c1ccc(N2CCN(C(=O)c3ccc(C(=O)c4ccccc4)cc3)CC2)cc1	nt	-2%	34%	nt	-7%	nt	5.2µM*
Fc1ccc(CNc2nc(-c3ccco3)cc(C(F)(F)F)n2)cc1	1%	0%	-36%	2	12%	5	-13%
Cc1ccc(C(=O)c2ccccc2C(=O)OCC(=O)NC(=O)NC(C)(C)C)cc1	8%	7%	-16%	-1	9%	-7	7%
Fc1cccc(CSc2ccc3nnc(-c4cccnc4)n3n2)c1	7%	42%[activator]	-14%	-3	0%	19	-14%
Oc1cccc(O)c1	nt	-11%	nt	nt	-3%	nt	-18%
CCOC(=O)C1=C(C)N(C)C(C)=C(C(=O)OCC)C1c1ccsc1	5%	?	20%	-3	-3%	18	-2%
COc1ccc(OC)c([C@@H](O)[C@H](C)NC(C)(C)C)c1	1%	4%	24%	-3	5%	1	-5%
O=C1CCN(Cc2ccc([N+](=O)[O-])cc2)CCN1CCO	1%	35%[activator]	-21%	-2	-7%	7	-7%
C=CCN=C(CC)C1=C(O)CCCC1=O	0%	29%	2%	4	2%	53	21%
CCOC(=O)c1sc(=NC(=O)C2CC2)n(C)c1C	1%	1%	-4%	19	-2%	13	?
COCCn1c(=S)[nH]c2cc(C(=O)NCCCN3CCOCC3)ccc2c1=O	2%	7%	-18%	-3	4%	-5	-13%
O=C(CN(C(=O)c1csnn1)c1cccc(F)c1)NCc1ccc2c(c1)OCO2	-20%	14%	-32%	-2	-6%	-3	-7%
Cc1ccc2occ(/C=N/NC(=O)c3ccccc3O)c(=O)c2c1	2%	11%	-7%	-1	-10%	-4	38%[activator]
CC(=O)c1ccc2noc(-c3ccccc3)c2c1	-6%	-22%	3%	14	-24%	33	262%[activator]
COc1cccc(N2CCN(Cc3nc4ccccc4c(=O)[nH]3)CC2)c1	1%	-5%	-7%	1	-13%	-11	nt
O=[N+]([O-])c1ccccc1N/N=C/c1cc2ccccc2nc1Cl	8%	91%[activator]	-17%	38	2%	+	nt
COc1ccc(CN(C(=O)c2cc3ccccc3oc2=O)C2CCS(=O)(=O)C2)cc1OC (centres undefined)	-4%	15%	1%	45*	-1%&0%	98*	38%[activator]
O=c1[nH]c(=O)n(Cc2ccccc2Cl)c(O)c1C=Nc1ccc(F)cc1	1%[11.5 µM]	-19%	-24%	1	-6%	-17	-10%
COc1ccccc1NCN1C(=O)CCC1=O	-1%	29%	-9%	-3	-4%	-1	29%
O=C(CSc1nc2[nH]ncc2c(=O)[nH]1)Nc1cccc(Cl)c1	nt	-3%	-8%	nt	0%	nt	10%
O=C(O)c1cccc(CSc2nnc(COc3ccccc3)o2)c1	1%	-14%	-11%	0	-2%	-1	-18%
CSc1ccc(-c2cccc([N+](=O)[O-])c2)nn1	-4%	48%[activator]	-11%	27*	-6%	79*	128%[activator]
COC(=O)c1ccc(/C=N/NC(=O)CC(=O)NC(C)C)cc1	1%	55%[activator]	10%	1	-12%	-5	0%
O=C(OCc1ccc(Cl)cc1)c1ccccc1C(=O)c1ccccc1	-1%	29%	-32%	21*	4%	60	8%
O=C(Nc1nc2n(n1)C(c1ccc(Cl)cc1)CC(c1ccc(Cl)cc1)N2)c1ccco1 (centres undefined)	-2%	10µM*	25%	-1	3%	-5	?
COc1ccccc1-c1ccc(=O)n(CC(=O)Nc2ccc(C(=O)N3CCCC3)cc2)n1	-1%	2%	42%	-5	2%	-18	58%[activator]
COc1ccc(S(=O)(=O)N(C)C)cc1NC(=O)CCCSc1ccccc1	-2%	?	5%	9	-1%	-5	?
CC1(c2ccc(OC(F)F)cc2)NC(=O)N(CC(=O)NC2CCCC2)C1=O (centres undefined)	nt	-8%	-6%	nt	2%	nt	-20%
COc1cccc(CNS(=O)(=O)c2cccc(S(=O)(=O)N3CCOCC3)c2)c1	-7%	nt	-5%	0	-1%	-9	-10%
N#Cc1cccc(C(=O)Nc2cccc(S(=O)(=O)N3CCCC3)c2)c1	-6%	?	-36%	7	2%	3	-50%
COc1ccc(C(C(=O)NC2CCCC2)N(Cc2ccco2)C(=O)c2snc(C(N)=O)c2N)cc1OC (centres undefined)	-3%	?	91%[activator]	-5	-1%	-11	?

Bioassay records: PubChem BioAssay, National Center for Advancing Translational Sciences (NCATS)

This is a random part of the collection, and some 22% of all compounds hit somewhere here.
